V1aR counter: counter-screen for oxytocin receptor agonists: human V1a receptor agonists | actives 0.25% (n = 320,000) | CHO-V1R cells, Fluo-8 calcium fluorescence, agonist mode; 0% DMSO, 100% 3 nM vasopressin | P37288 | activation, % at 3 µM | AID 2797;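 active means activation above the mean activation of all tested compounds plus 3 SD, per screening run, cut at about 20% in these data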;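 further: signal is peak over basal fluorescence ratio across a 100 second FLIPR read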
Target sequence (P37288 whole entry, looked up): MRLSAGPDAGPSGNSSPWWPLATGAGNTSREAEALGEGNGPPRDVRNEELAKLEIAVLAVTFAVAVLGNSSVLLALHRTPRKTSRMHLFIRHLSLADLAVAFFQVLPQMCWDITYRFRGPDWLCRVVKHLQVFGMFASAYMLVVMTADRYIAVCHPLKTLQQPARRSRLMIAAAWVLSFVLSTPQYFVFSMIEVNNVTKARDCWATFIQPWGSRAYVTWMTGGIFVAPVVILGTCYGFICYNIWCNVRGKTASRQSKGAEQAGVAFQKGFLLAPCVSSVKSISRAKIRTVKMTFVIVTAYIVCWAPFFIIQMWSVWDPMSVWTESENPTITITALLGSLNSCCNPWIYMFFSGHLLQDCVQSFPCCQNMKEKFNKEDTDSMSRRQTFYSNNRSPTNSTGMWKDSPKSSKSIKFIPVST
MEKK2wt PB1 HTS: raises or lowers MEK5 binding to wildtype human MEKK2 PB1 domain | binding response (% of control), % at 10 µM | AID 1531 | actives 1.1% (n = 290,000) | Q9Y2U5 | bead flow cytometry, Alexa488-MEK5 binding to MEKK2 WT; actives lie on both sides; in the data active means binding response below about 67% or above about 130%
NALP1 yeast inh: NALP1 inhibition. AID 2071. actives 0.61% (n = 280,000). S. cerevisiae NALP1/ASC/caspase-1 growth, X-gal OD620, 72 h. inhibition, % at 10 µM; in the data active means inhibition mostly above about 24%, no sharp cut-off; inactive means mostly below about 32%; further: some compounds called inactive have numbers as strong as hits
MEKK3 PB1 HTS: raises or lowers MEK5 binding to the human MEKK3 PB1 domain; bead-based flow cytometry, Alexa488-MEK5 binding to MEKK3; actives lie on both sides; 0 = blocked by unlabeled MEK5, 100 = vehicle; Q99759; AID 1529; binding response (% of control), % at 10 µM; actives 1.4% (n = 290,000);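 active means binding response more than 3 SD above or below the average of its plate-row segment, actives on both sides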;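 further: Alexa488 bead fluorescence after subtracting the streptavidin-only scavenger bead signal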
OXTR agonist: human OXTR agonism. actives 0.32% (n = 320,000). CHO-OTR cells, Fluo-8 calcium fluorescence; normalized: DMSO 0%, oxytocin 100%. activation, % at 3 µM. AID 2435;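 active means activation above the mean of all tested compounds plus 3 SD, cutoff set per screening run, cut at about 20% in these data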;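 further: peak over basal fluorescence ratio from a 100 s FLIPR kinetic read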
Target sequence (P30559 whole entry, looked up): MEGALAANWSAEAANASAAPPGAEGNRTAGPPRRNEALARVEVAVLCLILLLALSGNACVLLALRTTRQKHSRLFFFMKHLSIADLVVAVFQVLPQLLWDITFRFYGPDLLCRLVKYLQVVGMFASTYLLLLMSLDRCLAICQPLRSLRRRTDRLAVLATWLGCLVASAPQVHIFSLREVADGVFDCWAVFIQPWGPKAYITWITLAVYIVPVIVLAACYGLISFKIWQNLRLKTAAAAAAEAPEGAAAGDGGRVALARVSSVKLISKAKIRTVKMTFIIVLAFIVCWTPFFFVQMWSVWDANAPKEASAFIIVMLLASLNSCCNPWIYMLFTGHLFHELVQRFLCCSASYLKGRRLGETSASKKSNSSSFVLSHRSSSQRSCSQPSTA
GalR3 antag: human GalR3 antagonism | O60755 | HEK293 GalR3-CNG cAMP membrane potential fluorescence; galR3 body fused to GalR1 C-terminus | inhibition, % at 3 µM | actives 0.44% (n = 360,000) | AID 651719;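 active means inhibition above the screen-wide average plus 3 SD, cut at about 13% in these data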;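 further: forskolin and galanin both at EC90 stimulate the cells; cAMP rise reported by CNG channel membrane potential dye signal; 0% = forskolin plus galanin with DMSO and 100% = forskolin alone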
PHOSPHO1 inh: inhibitors of human PHOSPHO1 phosphatase; inhibition, % at 13.3 µM; actives 1.1% (n = 290,000); recombinant PHOSPHO1, absorbance phosphatase assay; Q8TCT1; in the data active means inhibition above about 60%
MEKK2mut PB1 HTS: signal of MEK5 binding to mutant human MEKK2 PB1 domain | percent response, % at 10 µM | bead flow cytometry, Alexa488-MEK5 binding to MEKK2 mutant | actives 0.35% (n = 290,000); in the data active means percent response above about 24%, passing the limit was not always enough; further: inactives centre near 1; some results filed as inactive read as strong as hits; reference of the scale not given here
GPR7 antag: blocks human GPR7 receptor signaling. P48145. GPR7-expressing cells, fluorescence antagonist assay. inhibition, % at 4.4 µM. actives 1.1% (n = 290,000). AID 1861; in the data active means inhibition above about 16%, passing the limit was not always enough;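 further: cells stimulated with the agonist NPW; 0% = agonist with vehicle and 100% = vehicle without agonist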
An asterisk follows results filed as active; x = not tested or not shown.

SMILES | V1aR counter | MEKK2wt PB1 HTS | NALP1 yeast inh | MEKK3 PB1 HTS | OXTR agonist | GalR3 antag | PHOSPHO1 inh | MEKK2mut PB1 HTS | GPR7 antag
O=C(Nc1nccs1)c1cccc(S(=O)(=O)N2CCCCC2)c1 | 0.9 | 102.0 | -6.5 | 99.0 | 0.9 | -6.8 | -81.6 | 3.0 | -9.7
O=C(NCCN1CCOCC1)c1ccc(Cl)cc1[N+](=O)[O-] | -0.2 | 91.0 | 2.5 | 94.0 | -0.1 | -4.0 | 44.0 | -4.0 | 4.4
O=C(c1cccc(N2C(=O)C3C4C=CC(C4)C3C2=O)c1)N1CCN(c2ccc(F)cc2)CC1 (configuration not stated) | 6.1 | 106.0 | 5.7 | 101.0 | 4.3 | -4.0 | 39.5 | 3.0 | 3.2
NNc1nc(-c2ccccc2Cl)nc2sc3c(c12)CCCC3 | 0.3 | 107.0 | 35.4 | 116.0 | -1.4 | 10.0 | 5.7 | 0.0 | -11.8
CCn1c(SCC(=O)Nc2nc(C)cs2)nnc1C(NC(=O)c1ccccc1Cl)C(C)C (configuration not stated) | -0.1 | 102.0 | 8.7 | 101.0 | -1.5 | -4.6 | -3.4 | 3.0 | -4.2
CC1CN(C(=O)c2ccccc2NS(=O)(=O)c2cccc([N+](=O)[O-])c2)CC(C)O1 (configuration not stated) | 1.4 | 103.0 | x | 131.0* | 0.2 | -2.5 | 6.7 | -1.0 | -10.6
CCN1C(=O)N[C@@H](c2cccs2)C(C(C)=O)=C1C | 0.4 | 95.0 | 8.2 | 97.0 | 0.1 | -2.4 | 26.5 | 1.0 | x
CNc1nc(SCC(=O)Nc2ccc(Cl)c(Cl)c2)nc(N2CCOCC2)n1 | 0.4 | 101.0 | 3.5 | 101.0 | 0.2 | 0.1 | 31.3 | 4.0 | -7.3
COc1ccccc1N(CC(=O)Nc1cccnc1)S(C)(=O)=O | 0.6 | 108.0 | 17.1 | 110.0 | 0.8 | -2.5 | -15.6 | 6.0 | -8.0
Cc1ccc(OC(=O)CCC(=O)OCCCC(F)(F)C(F)(F)F)cc1 | -1.0 | 99.0 | 17.8 | 94.0 | -1.3 | -5.9 | 2.9 | 2.0 | 3.8
FC(F)(F)c1ccc(Oc2ccc(Cl)cc2Br)nc1 | 0.2 | 105.0 | 20.3 | 103.0 | -0.5 | -5.0 | 51.8 | 1.0 | -6.5
O=C(O)C1C2C=CC(C2)C1C(=O)NCc1ccc(Cl)cc1Cl (configuration not stated) | 0.4 | 109.0 | 16.2 | 107.0 | -1.6 | -11.2 | 24.1 | 6.0 | -11.9
N=C(N)N1CCc2ccccc2C1 | 0.5 | 102.0 | 9.0 | 107.0 | 0.2 | x | -1.4 | -3.0 | -1.1
Cc1nc2nc(SCC(=O)NCCCN3CCCCCC3)nn2c(C)c1Cc1ccccc1 | 0.4 | 190.0* | 15.4 | 110.0 | 4.6 | 6.8 | 30.4 | 34.0* | -2.5
Cn1cnc(S(=O)(=O)NCc2cccs2)c1 | 0.7 | 104.0 | 1.5 | 107.0 | 4.6 | 1.7 | 5.3 | 11.0 | -11.4
Cc1cc(C)cc(N/C(N)=N/c2nc(C)cc(C)n2)c1 | 14.8 | 103.0 | 7.2 | 102.0 | 11.2 | -1.9 | -2.6 | 0.0 | -1.5
CCOc1ccc(OCC)c(NC(=O)CN(c2ccc(OC)cc2)S(=O)(=O)c2c(C)noc2C)c1 | -0.4 | 97.0 | 17.6 | 100.0 | -2.1 | -8.8 | -9.0 | 1.0 | -4.6
CCOC(=O)C(Cc1c(F)cccc1F)(NC(C)=O)C(=O)OCC | -1.1 | 94.0 | 20.6 | 98.0 | -1.4 | 1.7 | 12.7 | 0.0 | 1.0
Cc1cc(OCC(=O)NNC(=O)c2cccs2)ccc1Br | 2.8 | 92.0 | 12.4 | 101.0 | 3.9 | -10.5 | 40.5 | -1.0 | -2.2
CCC1S/C(=N/N=C/c2cccs2)NC1=O (configuration not stated) | 0.5 | 100.0 | -0.1 | 98.0 | -1.0 | 0.6 | 13.6 | 0.0 | -6.2
CCOc1ccc(-c2[nH]ncc2-c2ccc(OC)c(OC)c2)c(O)c1 | 0.7 | 103.0 | -8.8 | 102.0 | 0.0 | -4.8 | 2.6 | 5.0 | -3.5
COc1ccc(/C=C(\C#N)C(=O)NCC2CCCO2)cc1OC (configuration not stated) | 0.2 | 88.0 | 22.6 | 75.0 | -0.7 | 5.8 | 1.5 | -4.0 | 2.4
COc1ccc(CCNC(=O)CSc2ccsc2[N+](=O)[O-])c(OC)c1 | 3.9 | x | 5.3 | x | 0.5 | -4.8 | 37.3 | x | 5.1
CCOc1cc2c(cc1OCC)C(c1ccc(C(=O)O)cc1)NCC2 (configuration not stated) | 0.9 | 101.0 | 18.6 | 102.0 | 2.4 | -8.1 | 27.3 | 1.0 | 2.1
Cc1cccc(C)c1N1C(=O)[C@@H]2C(c3ccccc3Cl)=NO[C@@H]2C1=O | 0.3 | 94.0 | -0.2 | 97.0 | 2.8 | 0.8 | 24.6 | -3.0 | -1.8

Sorted by length of the SMILES (high to low): some entries from above
SMILES | V1aR counter | MEKK2wt PB1 HTS | NALP1 yeast inh | MEKK3 PB1 HTS | OXTR agonist | GalR3 antag | PHOSPHO1 inh | MEKK2mut PB1 HTS | GPR7 antag
Cc1nc2nc(SCC(=O)NCCCN3CCCCCC3)nn2c(C)c1Cc1ccccc1 | 0.4 | 190.0* | 15.4 | 110.0 | 4.6 | 6.8 | 30.4 | 34.0* | -2.5
O=C(NCCN1CCOCC1)c1ccc(Cl)cc1[N+](=O)[O-] | -0.2 | 91.0 | 2.5 | 94.0 | -0.1 | -4.0 | 44.0 | -4.0 | 4.4
NNc1nc(-c2ccccc2Cl)nc2sc3c(c12)CCCC3 | 0.3 | 107.0 | 35.4 | 116.0 | -1.4 | 10.0 | 5.7 | 0.0 | -11.8
Cn1cnc(S(=O)(=O)NCc2cccs2)c1 | 0.7 | 104.0 | 1.5 | 107.0 | 4.6 | 1.7 | 5.3 | 11.0 | -11.4

New compounds follow:
SMILES | V1aR counter | MEKK2wt PB1 HTS | NALP1 yeast inh | MEKK3 PB1 HTS | OXTR agonist | GalR3 antag | PHOSPHO1 inh | MEKK2mut PB1 HTS | GPR7 antag
CC(C)Cn1c(N)c(C(=O)COC(=O)CN2C(=O)C3CC=CCC3C2=O)c(=O)n(C)c1=O (configuration not stated) | 5.2 | 98.0 | 17.0 | 95.0 | 1.0 | -8.8 | 40.1 | -2.0 | 4.7
COc1ccc(-c2noc(-c3ccccc3C(=O)Nc3cccc(OC)c3)n2)cc1 | 0.8 | 96.0 | 11.3 | 107.0 | 0.3 | 0.2 | -11.6 | 4.0 | -2.3
O=C(CN1C(=O)c2ccccc2S1(=O)=O)c1ccc(Cl)cc1Cl | 0.3 | 108.0 | 5.2 | 102.0 | -0.8 | 2.3 | 19.8 | 7.0 | -15.1
CCc1ccc(-c2nc(CCl)cs2)cc1 | -0.5 | 103.0 | 17.5 | 102.0 | -2.4 | 5.2 | -8.9 | 3.0 | 6.5
CCOc1ccc(C(=O)NCC(=O)NCC2CCCCC2)cc1OCC | -1.1 | 109.0 | -1.2 | 105.0 | -1.7 | -9.0 | 5.0 | 6.0 | 2.1
CCOC(=O)c1c(C)[nH]c(C)c1C(=O)CSc1nc(N)cc(N)n1 | -0.1 | x | -5.1 | x | 0.1 | -2.2 | -3.3 | x | 4.5
CCOc1ccc(CCNC(=O)C2CC(=O)N(CCc3ccccc3)C2)cc1OCC (configuration not stated) | -1.5 | 98.0 | -7.8 | 100.0 | -1.7 | -2.0 | 23.5 | 1.0 | -15.1
S=C(Nc1ccc(Cl)cc1Cl)N1CCCC1 | -0.5 | 93.0 | 11.0 | 95.0 | -0.6 | -1.9 | 37.6 | -4.0 | 4.4
CCCn1c(SCC(=O)Nc2cccc(NC(C)=O)c2)nnc1C(C)C | 0.8 | 106.0 | 6.0 | 107.0 | -0.1 | -0.9 | 18.1 | 4.0 | 12.9
CC(=O)Nc1c(Cl)n(C(C)=O)c2ccccc12 | 1.1 | 113.0 | 4.9 | 109.0 | 0.9 | 1.5 | 12.4 | 8.0 | -10.9
COc1cccc(CC(=O)n2nc(N)c3cc4ccc(OC)cc4nc32)c1 | 0.7 | x | 10.9 | x | -1.0 | 1.1 | 2.7 | x | -7.7
CCn1cc(CNC(=O)c2cccc([N+](=O)[O-])c2)c(C)n1 | 1.4 | 95.0 | 19.5 | 93.0 | 0.8 | -2.3 | -14.7 | -4.0 | 13.1
Cc1cc(C)cc(NC(=O)CSc2nnc(CNC(=O)c3ccco3)o2)c1 | 0.9 | 99.0 | -4.1 | 100.0 | 0.6 | -10.5 | 27.6 | 3.0 | -13.5
C/C(=N\NC(=O)c1nc2ccccn2c1C)c1ccc2c(c1)OCO2 | 0.3 | 102.0 | 25.9 | 109.0 | 0.0 | -1.9 | 7.4 | -1.0 | -3.2
CCCCN1C(=O)C2NN=C(C(=O)OCC)C2C1=O (configuration not stated) | 0.2 | 100.0 | 10.1 | 104.0 | 1.2 | -3.7 | -3.7 | 2.0 | -11.6
CCN1CCCn2c1nc1c2c(=O)n(C)c(=O)n1C | 0.6 | 102.0 | 30.5 | 99.0 | 1.1 | -2.3 | 4.2 | -3.0 | 3.3
CCCC(=O)Nc1c(-c2cccs2)c(=O)c2ccccc2n1CC | 0.8 | x | 4.3 | x | 0.9 | x | 7.4 | x | 14.1
CCN(Cc1ccc(OC)c(COC)c1)CC1CCCN(CCc2cccc(F)c2)C1 (configuration not stated) | 1.3 | 122.0 | -92.4 | 107.0 | -1.1 | -3.0 | x | 6.0 | 0.3
Cc1ccc(CNC(=O)C2CCN(c3nnc(N4CCCC4=O)s3)CC2)cc1 | -1.4 | 97.0 | 4.6 | 97.0 | -1.3 | x | 40.9 | 3.0 | -0.7
CCSc1nnc2ccc(-c3ccc(C)cc3)nn12 | -1.7 | 103.0 | -13.6 | 100.0 | -2.3 | 2.0 | 2.8 | 3.0 | -2.8
Cc1ccc(NC(=O)C(=O)NCc2ccncc2)cc1 | -0.9 | 105.0 | -1.9 | 104.0 | 6.5 | -2.8 | 37.9 | 5.0 | -13.7
Nn1c(SCc2cn3cc(Cl)ccc3n2)nnc1-c1ccncc1 | -0.8 | 96.0 | -17.2 | 95.0 | -0.8 | 7.0 | 44.2 | -1.0 | -10.8
